# EP2 mod: EP2 receptor (human) modulation. induction, % at 25 µM. P43116. hit rate 0.83% among 260,000. EP2-expressing cells, cAMP HTRF FRET, PGE2 co-stimulation;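 active = compounds whose cAMP rise, as percent of the full-agonist control response, exceeds 60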;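 note: rat C6 glioma line stably carrying human EP2 under a CMV promoter; the protocol text gives 20 µM as final concentration; 100% = response of wells given 1 µM PGE2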
# EP2 antag: inhibitors of human EP2 prostaglandin E2 receptor; inhibition, % at 25 µM; hit rate 0.52% among 260,000; P43116; C6 glioma cells expressing human EP2, cAMP TR-FRET; cells stimulated with saturating PGE2;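 active = percent inhibition above 40 after rounding to a whole number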;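 note: rat C6 glioma host cells with rolipram phosphodiesterase inhibitor present; the protocol text gives 20 µM as final concentration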
# PPC-1+TRAIL kill: PPC-1 cancer cell killing with TRAIL present | PPC-1 cells + TRAIL, ATPLite viability luminescence | cell killing (% activity), % at 4 µM | hit rate 0.41% among 220,000 | AID 1443;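 active = cell killing above 50% in the first pass at 4 µM, then a duplicate retest at 5 µM averaging 50% or more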;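 note: plate controls were cells with TRAIL plus DMSO for no effect and medium-only wells lacking cells for full effect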
# CHOP inh: inhibitors of CHOP induction in ER stress response. CHO-K1 CHOP-promoter luciferase, tunicamycin-induced, 15-18 h. inhibition, % at 10 µM. hit rate 3.8% among 220,000. AID 2732;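 active = compounds that reduced the stress-induced luciferase reporter signal by more than about 70% of percent inhibition, limit read from the data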;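 note: 0% = tunicamycin plus vehicle and 100% = wells without tunicamycin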
# NPY1 pot ag: potentiators or agonists of human neuropeptide Y receptor Y1. P25929. NPY-Y1 expressing cells, potentiator/agonist activation. activation, % at 3.6 µM. hit rate 0.37% among 220,000. AID 1304; in the data active = activation above about 33%, passing the limit was not always enough;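 note: cells stimulated with NPY at EC10 then isoproterenol at EC100; 0% = low agonist plus stimulus and 100% = saturating agonist plus stimulus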
# Target sequence (P25929 whole entry, looked up): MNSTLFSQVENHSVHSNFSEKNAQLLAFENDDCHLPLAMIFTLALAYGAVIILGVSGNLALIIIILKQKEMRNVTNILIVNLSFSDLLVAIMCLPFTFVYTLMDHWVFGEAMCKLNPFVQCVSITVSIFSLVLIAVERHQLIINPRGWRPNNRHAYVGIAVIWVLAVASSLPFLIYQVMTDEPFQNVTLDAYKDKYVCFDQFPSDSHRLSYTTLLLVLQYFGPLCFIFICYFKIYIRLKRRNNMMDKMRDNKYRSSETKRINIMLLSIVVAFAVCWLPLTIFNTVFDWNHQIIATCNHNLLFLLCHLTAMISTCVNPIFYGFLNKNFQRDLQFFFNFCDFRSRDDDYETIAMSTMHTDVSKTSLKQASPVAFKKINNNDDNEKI
# TRPML3 agonist: agonists of human TRPML3 channel. AID 1448. hit rate 0.29% among 220,000. activation, % at 3 µM. Q8TDD5. HEK293 TRPML3-YFP, Fluo-8 calcium fluorescence; 100% = the carbachol control signal;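 active = activation above its plate's cutoff, the mean activation of the plate's test wells plus 3 SD, cut at about 12% in these data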;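 note: 0% = DMSO only wells and 100% = carbachol wells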
# Target sequence (Q8TDD5 whole entry, looked up): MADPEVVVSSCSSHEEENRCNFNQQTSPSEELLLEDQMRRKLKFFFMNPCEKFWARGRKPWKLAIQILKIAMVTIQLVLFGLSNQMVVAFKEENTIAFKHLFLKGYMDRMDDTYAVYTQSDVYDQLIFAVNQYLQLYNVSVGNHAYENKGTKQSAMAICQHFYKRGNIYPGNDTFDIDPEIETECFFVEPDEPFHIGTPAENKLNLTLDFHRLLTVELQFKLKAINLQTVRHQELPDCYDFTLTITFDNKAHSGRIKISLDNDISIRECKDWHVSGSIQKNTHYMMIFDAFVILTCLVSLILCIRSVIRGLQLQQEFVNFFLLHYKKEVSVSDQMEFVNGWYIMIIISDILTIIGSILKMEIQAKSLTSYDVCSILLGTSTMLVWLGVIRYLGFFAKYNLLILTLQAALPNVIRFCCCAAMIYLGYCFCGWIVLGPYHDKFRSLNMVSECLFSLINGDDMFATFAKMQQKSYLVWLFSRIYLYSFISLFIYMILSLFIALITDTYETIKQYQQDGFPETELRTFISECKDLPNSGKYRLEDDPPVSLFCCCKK
#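 Material: TRPML3-YFP stable HEK293 cells | Dosing: One concentration, 3 µM nominal, 0.3% DMSO | Timing: 125 s total fluorescence read per well | Technique: Fluo-8 calcium dye fluorescence, ex 470-495, em 515-575 nm | Measure: Percent activation from peak-to-basal fluorescence ratio, scaled between DMSO and carbachol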
# TRPN1 ag: agonists of zebrafish TRPN1 channel; HEK293 zebrafish TRPN1-YFP, Fluo-8 calcium fluorescence; 100% = response to 87 µM carbachol; activation, % at 3 µM; hit rate 0.18% among 220,000;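 active = activation above its plate's cutoff, the mean activation of test wells on that plate plus 3 SD, cut at about 19% in these data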;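 note: 0% = DMSO alone and 100% = 87 µM carbachol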
#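 Control set: carbachol 87 µM as high control, DMSO as low control; system: HEK293 stable line with zebrafish TRPN1-YFP; read-out: % activation versus carbachol response; detection: intracellular calcium fluorescence with Fluo-8; doses: single test compound dose, 3 µM nominal, 0.3% DMSO; schedule: dye 1 h 37 °C plus 30 min RT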
# NPY-Y1 antag: antagonists of human neuropeptide Y receptor Y1; hit rate 1% among 200,000; P25929; HEK293-CNG Y1 cells, membrane potential fluorescence; NPY at EC95, then isoproterenol; inhibition, % at 3.6 µM;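 active = inhibition above the campaign mean inhibition of all tested compounds plus 3 SD, cut at about 20% in these data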;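 note: 0% = DMSO wells given NPY plus isoproterenol and 100% = isoproterenol alone without NPY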
#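 Material: HEK293 Y1/CNG channel cell line | Also added: NPY (25 nM), isoproterenol (1 µM), Ro 20-1724 (25 µM) | Compound: One concentration, 3.6 µM, in 0.4% DMSO | Schedule: 3 h dye uptake, 1 h room-temperature compound, 45 min post-isoproterenol | Signal: Membrane-potential fluorescent dye readout | Read-out: % inhibition of NPY effect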
# 14-3-3 Bad PPI: disrupts binding of bovine 14-3-3 zeta to phospho-Bad peptide; inhibition, % at 21.7 µM; AID 781; hit rate 0.71% among 220,000; P63103; TR-FRET 14-3-3zeta/Dy647-pBad peptide displacement, 1 h;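 active = inhibition above about 70%, limit read from the data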;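 note: 0% = full 14-3-3 plus peptide FRET controls and 100% = background without 14-3-3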
# Active calls of the source: *; / = no result given; & = joins results of further samples; [ ] = dose if it differs, or a comment.
SMILES	EP2 mod	EP2 antag	PPC-1+TRAIL kill	CHOP inh	NPY1 pot ag	TRPML3 agonist	TRPN1 ag	NPY-Y1 antag	14-3-3 Bad PPI
CCC(CC)c1nc(C#N)c(NCc2ccccc2)o1	3	2	15	12	7	0.4	-1.5	0	3
OCCC1CN(Cc2cccn2-c2ccccn2)CCN1C1CCCCC1 (centres undefined)	4	9	7	21	-11	0.2	0.5	2	-1
COC(=O)c1nn(-c2cccc(Cl)c2)ccc1=O	16	9	21	1	17	0.9	-0.2	1	1
Cc1ccc(Oc2nc(-c3ccccc3)ncc2S(=O)(=O)c2ccc(C)cc2)cc1	38	8	7	14	-12	0.2	0.0	1	4[fluorescence artefact?]
CNC(=S)N/N=C/c1ccc(N2CCOCC2)s1	-17	1	24	-50	12	0.0	-1.7	1	-18
COc1ccc(N2CCc3c(C)nc4c(OC)cccc4c32)cc1	-71	11	12	14	-52	1.5	0.4	18	-19
C/C(=N\NC(=O)CN1CCN(S(=O)(=O)c2ccc(C)cc2)CC1)c1cccnc1	5	3	-1	1	7	0.1	-0.1	3	-6[fluorescence artefact?]
S=c1[nH]ncn1/N=C/c1ccc(N2CCOCC2)cc1	-38	8	62*[5 µM]	-33	-9	0.8	-0.4	5	-12
CCCC(=O)Nc1nc(CC(=O)OCC)cs1	-23	4	-21	-26	14	0.4	-0.3	3	-1
Cc1ccc(-c2c(C)n([O-])c3c([n+]2=O)CCCCC3)cc1	29	20	14	-14	-5	0.5	0.9	4	-6
O=C(Cc1ccc(-n2c(=O)c3ccccc3n(Cc3cccc([N+](=O)[O-])c3)c2=O)cc1)NCC1CCCO1 (centres undefined)	5	3	4	12	-12	0.8	-0.2	9	9
CC1CCN(C(=O)CSc2nc3c(cnn3-c3ccc(Cl)cc3)c(=O)[nH]2)CC1	12	9	15	22	11	0.6	0.4	6	8
COc1ccc(C2C(C#N)=C(/N=C/N3CCN(C)CC3)OC3=C2C(=O)CC(C)(C)C3)cc1OC (centres undefined)	6	19	16	-45	-18	0.0	1.1	-4	15
C=CCOc1ccc(/C=N/NC(=O)C(=O)Nc2ccccn2)cc1OC	-49	0	13	14	7	0.7	-1.4	3	12[fluorescence artefact?]
COc1ccc(OC)c(NC(=O)CS(=O)(=O)Cc2nc(-c3ccccc3C)oc2C)c1	-5	11	5	36	-8	-0.8	-1.1	4	-8
Cc1ccc(S(=O)(=O)N=C2SCCCS2)cc1	-7	15	16	45	-7	0.9	-0.3	-2	-4
CCOC(=O)N1CCN(C(=O)c2ccccc2NC(=O)c2ccc(C(C)(C)C)cc2)CC1	5	4	6	31	-21	-0.3	-0.7	8	-2[fluorescence artefact?]
COc1cccc(-c2nnc(SCC3CNC(=O)O3)n2-c2ccc(Cl)cc2)c1 (centres undefined)	29	7	7	-18	1	0.2	-1.1	-2	-7
C=CCn1c(CCNC(=O)c2cccs2)n[nH]c1=S	16	15	16	4	-10	0.5	-0.4	5	7
N#Cc1cc2c(nc1SCc1ccccc1)CCCC2	23	27	-18	29	-20	0.9	0.5	-1	-33

# Copied from the list.
# NPY1 pot ag result of Cc1ccc(-c2c(C)n([O-])c3c([n+]2=O)CCCCC3)cc1 = -5
# 14-3-3 Bad PPI result of O=C(Cc1ccc(-n2c(=O)c3ccccc3n(Cc3cccc([N+](=O)[O-])c3)c2=O)cc1)NCC1CCCO1 (centres undefined) = 9

# New compounds follow:
SMILES	EP2 mod	EP2 antag	PPC-1+TRAIL kill	CHOP inh	NPY1 pot ag	TRPML3 agonist	TRPN1 ag	NPY-Y1 antag	14-3-3 Bad PPI
O=[N+]([O-])c1ccc2c(c1)nc1n2CCSC1	-18	7	6	10	11	0.4	0.6	/	5
COc1ccc(C(=O)c2coc3ccc(O)c(CN4CCCCC4)c23)cc1	4	14	35	27	-87	0.3	1.9	20*	9
Cc1cc(C)nc(SCC(=O)N/N=C/c2cccn2-c2ccc(O)cc2)n1	-16	20	-1	62	-19	0.1	-2.0	5	10[fluorescence artefact?]
OCCC1CN(Cc2cccc3nccnc23)CCN1Cc1ccc(F)c(F)c1 (centres undefined)	6	9	1	-16	-26	1.4	1.0	-1	-10
Cn1c(=O)c2c(ncn2Cc2cccc(Cl)c2)n(C)c1=O	-8	4	36	40	14	1.8	4.0	3	1
CCN(Cc1cnn(C)c1)Cc1nc(C(c2ccccc2)c2ccccc2)no1	14	3	0	8	11	-1.3	-1.8	0	-4
CCOC(=O)N/N=C\c1ccc(OC(=O)c2ccco2)cc1	-10	6	10	0	-5	0.1	0.5	0	-3
COc1ccc(/C=N/NC(=O)COc2cccc3ccccc23)c(C(=O)O)c1OC	16	5	16	27	-10	0.5	1.4	0	1[fluorescence artefact?]
O=C(O)C/C(=C\c1ccc(Cl)cc1)c1nc2ccccc2o1	-5	9	5	-18	-4	1.2	1.6	5	0
O=C1OC(c2ccc(F)cc2)=C/C1=C\c1ccc([N+](=O)[O-])o1	-21	17	11	25	-10	0.1	0.4	-1	-13
Cc1ccc(C(=O)CSc2nc3ccccc3c(=O)n2-c2ccccc2)s1	12	14	2	45	15	-0.1	-0.5	-6	1[fluorescence artefact?]
O=C1C(C2=C(O)c3ccccc3C2=O)=Nc2ccccc21	-28	31	17	22	5	0.2	0.4	-3	-9[fluorescence artefact?]
COC(=O)CNC(=O)c1cc(-c2ccncc2)nc2c(C)c(Cl)ccc12	-22	12	9	13	-9	0.6	5.0	-1	-2
COc1ccc(C(=O)N2CCN(c3nc4cc(C)ccc4cc3C#N)CC2)c(OC)c1	-19&-70	12&6	13	37	-30	-0.3	0.6	0	0
CCC(C)NC(=O)c1[nH]c(C)c(C(=O)OC)c1C (centres undefined)	9	4	18	16	15	0.0	0.0	7	-1[fluorescence artefact?]
CCN(CC)S(=O)(=O)c1cccc(C(=O)NCCc2ccccc2)c1	/	5	/	/	-16	1.1	-0.6	4	/
CC(=O)N1N=C(c2ccc(C)cc2)CC1c1ccco1 (centres undefined)	22	1	21	17	0	-1.2	-2.6	3	-15
COc1cc(CCC(=O)N2CCN(c3ncccn3)CC2)cc(OC)c1OC	-1	4	13	-8	2	-0.4	-1.1	1	12
O=C(Nc1ccccc1C(=O)Nc1cccnc1)c1ccccc1	29	7	-11	0	3	0.8	1.6	-3	4
O=C(Nc1ccccn1)c1nc(-c2ccccc2)n(-c2ccccc2)n1	27	4	-9	6	21	0.3	-1.2	-4	7
N/C(=N\OCc1ccccc1)c1nonc1N	22	7	9	-6	12	-0.3	-1.3	-1	-7
O=C(O)COc1ccccc1/C=N/NC(=O)c1cc(-c2ccccc2)nc2ccccc12	-6	6	14	-6	1	0.8	0.2	/	26
CC(c1ccon1)N(C)C(=O)c1ccc(OC2CCN(C(=O)C3CC3)CC2)cc1 (centres undefined)	18	11	-3	5	-13	1.3	0.2	2	-12
CCCC(=O)N(c1ccc(C(=O)O)cc1)c1nc(-c2ccccc2)c(C)s1	11	6	-1	20	-4	0.4	0.9	-6	25
Cc1ccc2cc(CN(C)S(C)(=O)=O)c(=O)[nH]c2c1	-4	5	21	-5	23	0.6	-0.1	-6	9
S=C(Nc1ccccc1)N1CCCCC1	-15	6	21	-20	0	0.8	0.3	4	-11[fluorescence artefact?]
CCCC(=O)Nc1c2c(nn1-c1ccc(OC)cc1)CS(=O)C2 (centres undefined)	10	/	-22	8	-11	0.1	0.1	-9	-4
Cc1c(Br)c([N+](=O)[O-])nn1CCCC(=O)NC(C)c1ccccc1 (centres undefined)	-39	7	-24	-23	7	1.1	0.2	5	7
COc1ccc(/C=C/C(=O)N2CCCc3ccccc32)cc1	27	5	16	35	-21	0.6	-2.5	16	-14
Nc1nc(SCC(=O)N2CCOCC2)n[nH]1	13	4	6	6	-13	1.3	0.7	-2	1
COc1ccc(C2CC(=O)N3CN(c4ccc(C)c(Cl)c4)CSC3=C2C#N)cc1OC (centres undefined)	0	13	-9	4	0	0.4	0.1	6	-5
O=C(Cc1ccccc1)c1c[nH]c(C(=O)NC2CCCC2)c1	-16	3	23	12	-8	0.8	0.3	1	-3
COc1cccc2cc(-c3csc(NC(=O)CCC(=O)NCCCN4CCC(C)CC4)n3)c(=O)oc12	-12	7	31	-19	9	0.4	2.7	/	2
Cc1ccc(-n2[nH]c(C)c(C=Nc3ccc(S(=O)(=O)N4CCOCC4)cc3)c2=O)c(C)c1	-35&0	10&8	26	12	-30	0.8	1.0	1	4[fluorescence artefact?]
CCOC(=O)c1c(NC(=O)C2c3ccccc3Oc3ccccc32)sc(C(C)=O)c1C	25	11	-11	71*	5	0.3	2.5	3	-5
COC(=O)c1ccccc1NC(=O)CSc1nc2ncccc2[nH]1	-7	12	-15	12	-1	0.6	-0.6	1	-4
COc1c([N+](=O)[O-])c(=O)oc2ccccc12	7	3	1	43	-27	0.4	0.8	4	10
S=c1[nH]nc(-c2cc(-c3ccccc3)n[nH]2)n1/N=C/c1ccccc1	21	7	1	51	23	-0.1	1.0	/	-6
Cc1ccc(N2C(=O)N(CC(=O)N3CCOCC3)C(=O)C2C)cc1 (centres undefined)	-11	14	2	12	-4	0.0	1.2	1	2
CN(C)Cc1c(O)ccc2c1O/C(=C\C=C\c1ccccc1)C2=O	-57	9	18	5	3	1.5	2.6	/	-1
CCc1nc2ccc(C(=O)Nc3ccc4c(c3)OCO4)cc2nc1CC	-14	8	7	2	-11	-0.9	-0.6	6	-1
O=C1Cc2ccccc2C(c2ccc(Cl)cc2)N1 (centres undefined)	18	7	11	15	7	-0.2	-0.6	/	-2
CCN(C(=O)c1sc(N)c(C#N)c1C)C1CCCCC1	7	6	7	42	-3	0.1	0.6	-1	-11[fluorescence artefact?]
CCOC(=O)CCc1c(C)nc2cc(C3CCCN(C(=O)OC(C)(C)C)C3)[nH]n2c1=O (centres undefined)	34	/	13	29	-3	0.2	-0.4	-2	-9
COc1cscc1C(N)=O	7	2	12	10	20	0.8	0.6	/	-6
Cc1ccc(-n2c(=O)c3c(n4cnnc24)-c2ccccc2CC32CCCCC2)cc1	1	7	-2	26	-3	0.3	-0.1	-1	3
O=C(O)c1ccc(CSCc2c(F)cccc2Cl)o1	-2	6	14	-11	3	0.4	0.9	1	-6
COc1ccc(-c2cn3cc(Cl)ccc3n2)cc1OC	-35	-1	7	/	6	-1.1	-1.7	11	35[fluorescence artefact?]

# Screening results: PubChem BioAssay, several laboratories

# An excerpt; count on the stated rates, not on these rows.
